Source: PubChem BioAssay (several laboratories)
OXTR ag: agonists of human oxytocin receptor; CHO-OTR cells, Fluo-8 calcium fluorescence; normalized: DMSO 0%, oxytocin 100%; activation, % at 3 µM; hit rate 0.32% among 320,000;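 active = activation above the mean of all tested compounds plus 3 SD, cutoff set per screening run, cut at about 20% in these data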;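 also: peak over basal fluorescence ratio from a 100 s FLIPR kinetic read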
PHOSPHO1 block: inhibitors of human PHOSPHO1 phosphatase; recombinant PHOSPHO1, absorbance phosphatase assay; hit rate 1.1% among 290,000; inhibition, % at 13.3 µM; Q8TCT1; AID 1565; in the data active = inhibition above about 60%
Target sequence (Q8TCT1 whole entry, looked up): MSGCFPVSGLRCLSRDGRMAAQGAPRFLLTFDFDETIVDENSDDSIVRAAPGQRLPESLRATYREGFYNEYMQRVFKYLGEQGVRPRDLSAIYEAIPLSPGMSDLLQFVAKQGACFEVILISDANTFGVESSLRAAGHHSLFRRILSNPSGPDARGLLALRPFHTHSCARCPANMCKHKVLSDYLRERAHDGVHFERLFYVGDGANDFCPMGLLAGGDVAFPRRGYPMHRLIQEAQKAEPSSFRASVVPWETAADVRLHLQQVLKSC
VIM-2 inhibitor: inhibitors of Pseudomonas aeruginosa VIM-2 metallo-beta-lactamase. AID 1527. hit rate 0.89% among 290,000. purified VIM-2, nitrocefin hydrolysis, epi-absorbance fluorescence. inhibition, % at 5.6 µM;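 active = inhibition above the mean of all tested compounds plus 3 SD, cutoff set per screening run, cut at about 7.5% in these data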;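 also: red hydrolysis product quenches plate fluorescence so inhibitors raise well fluorescence; 0% = enzyme with DMSO and 100% = DMSO without enzyme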
IMP-1 inhibitor: inhibitors of Pseudomonas aeruginosa IMP-1 metallo-beta-lactamase; hit rate 0.45% among 290,000; purified IMP-1, nitrocefin hydrolysis, epi-absorbance fluorescence; inhibition, % at 5.6 µM; AID 1556;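 active = inhibition above the mean plus 3 SD of all compounds in the same screening run, cut at about 4.5% in these data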;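 also: 0% = IMP-1 with DMSO and 100% = DMSO wells lacking enzyme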
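System: Purified recombinant IMP-1 metallo-beta-lactamase enzyme | Measured by: Fluorescence quenching readout, ex 480/em 530 nm | Replication: Singlicate | Incubation: 15 min preincubation plus 25 min reaction at 25 °C | Evaluation: Percent inhibition from optical density relative to buffer-blank wells | Benchmarks: DMSO with and without IMP-1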
V1aR counter: V1a receptor agonism, counter-screen for OXTR agonists; hit rate 0.25% among 320,000; activation, % at 3 µM; CHO-V1R cells, Fluo-8 calcium fluorescence, agonist mode; 0% DMSO, 100% 3 nM vasopressin; P37288;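 active = activation above the mean activation of all tested compounds plus 3 SD, per screening run, cut at about 20% in these data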;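 also: signal is peak over basal fluorescence ratio across a 100 second FLIPR read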
Target sequence (P37288 whole entry, looked up): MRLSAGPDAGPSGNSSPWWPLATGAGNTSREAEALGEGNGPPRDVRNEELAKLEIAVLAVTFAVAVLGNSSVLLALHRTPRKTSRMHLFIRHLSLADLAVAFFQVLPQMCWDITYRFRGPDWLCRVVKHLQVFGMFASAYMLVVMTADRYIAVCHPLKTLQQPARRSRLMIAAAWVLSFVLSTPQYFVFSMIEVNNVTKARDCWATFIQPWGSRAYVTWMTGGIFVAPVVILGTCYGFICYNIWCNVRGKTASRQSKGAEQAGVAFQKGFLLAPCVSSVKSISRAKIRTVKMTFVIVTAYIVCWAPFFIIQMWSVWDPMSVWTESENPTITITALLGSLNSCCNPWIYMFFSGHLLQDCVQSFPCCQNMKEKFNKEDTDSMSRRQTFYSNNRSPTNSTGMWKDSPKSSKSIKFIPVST
GalR3 antagonist: blocks the human galanin receptor 3. O60755. HEK293 GalR3-CNG cAMP membrane potential fluorescence; galR3 body fused to GalR1 C-terminus. inhibition, % at 3 µM. hit rate 0.44% among 360,000. AID 651719;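 active = inhibition above the screen-wide average plus 3 SD, cut at about 13% in these data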;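 also: forskolin and galanin both at EC90 stimulate the cells; cAMP rise reported by CNG channel membrane potential dye signal; 0% = forskolin plus galanin with DMSO and 100% = forskolin alone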
Target sequence (O60755 1-299 limits assumed): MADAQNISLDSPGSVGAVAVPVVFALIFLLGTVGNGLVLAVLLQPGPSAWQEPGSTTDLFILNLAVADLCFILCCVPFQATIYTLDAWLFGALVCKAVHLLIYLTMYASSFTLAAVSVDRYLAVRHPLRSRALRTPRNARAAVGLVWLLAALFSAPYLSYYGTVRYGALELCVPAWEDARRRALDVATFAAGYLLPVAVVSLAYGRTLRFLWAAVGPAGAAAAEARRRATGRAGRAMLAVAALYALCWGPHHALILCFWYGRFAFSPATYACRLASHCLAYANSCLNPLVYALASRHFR
DNA FID counter: fluorescent intercalator displacement, NS3 helicase counter-screen; inhibition, % at 7.9 µM; DNA fluorescent intercalator displacement, fluorescence; hit rate 0.17% among 290,000; AID 1845; in the data active = inhibition above about 37%;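 also: 0% = vehicle and 100% = reference compound; higher means more ethidium bromide displaced from hairpin DNA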
HCV NS3 hel inh: HCV NS3 helicase inhibition | NS3 helicase DNA unwinding, Cy5 molecular beacon fluorescence | inhibition, % at 10.9 µM | hit rate 0.56% among 290,000 | AID 1800;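 active = inhibition above the mean of all tested compounds plus 3 SD, set per campaign, cut at about 35% in these data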;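 also: 0% = DMSO wells and 100% = thioflavine S control wells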
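assay system = NS3 helicase fragment of HCV | buffer or medium = MOPS pH 6.5, MgCl2, DTT, Tween20, BSA | timing = 60 min unwinding reaction at 25 °C after ATP addition | signal = Cy5 beacon fluorescence read at start and 1 h | read-out basis = % inhibition of unwinding | control set = low DMSO, high thioflavine S at 110 µM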
GPR7 antag: human neuropeptides B/W receptor 1 antagonism. AID 1861. GPR7-expressing cells, fluorescence antagonist assay. hit rate 1.1% among 290,000. P48145. inhibition, % at 4.4 µM; in the data active = inhibition above about 16%, passing the limit was not always enough;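 also: cells stimulated with the agonist NPW; 0% = agonist with vehicle and 100% = vehicle without agonist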
The depositor's hits bear a star; nt = no result given. Hits appear at their usual frequency; about 4.3% have a hit in one of these screens.

entry	SMILES	OXTR ag	PHOSPHO1 block	VIM-2 inhibitor	IMP-1 inhibitor	V1aR counter	GalR3 antagonist	DNA FID counter	HCV NS3 hel inh	GPR7 antag
1	CNC(=O)c1[nH]cnc1C(=O)NCC(=O)OC(C)(C)C	0.8	4	-0.3	-1.2	-0.2	-2	-9	-16	-2
2	O=C(NCCN1CCOCC1)c1cc(-c2cccs2)on1	1.7	-17	-2.7	-1.4	0.3	-4	0	-10	-18
3	CCN(CC)c1ccc(/C=N/N2CCN(Cc3ccc(C)cc3)CC2)c(O)c1	0.6	-6	-0.6	-1.5	-0.7	nt	-2	-4	-3
4	COc1cc(-c2nc(-c3ccccc3)c(-c3cc([N+](=O)[O-])ccc3C)[nH]2)cc(OC)c1OC	-1.5	-23	-0.8	-1.5	0.2	-2	-8	1	-9
5	CCOC(=O)c1sc2nc(SCC#N)n(CC3CCCO3)c(=O)c2c1C (stereo unspecified)	-0.3	-24	-2.3	-2.9	-0.5	-6	-3	14	-4
6	CC(=O)NCCCOc1ccc([N+](=O)[O-])cc1Cl	0.7	20	-0.3	-0.3	1.2	-8	-2	-5	12
7	COC(=O)CSc1ccsc1C(=O)O	0.7	28	-0.7	-1.7	1.4	-4	-2	0	-4
8	COC(=O)c1cccc(NC(=O)Nc2ccccc2OC)c1	-1.2	5	0.0	-0.7	-0.1	2	-2	-13	6
9	O=C(Nc1cccc(-c2nnc(-c3ccco3)o2)c1)C(c1ccccc1)c1ccccc1	-0.2	3	-1.7	-2.7	1.2	-4	-4	3	-11
10	Cc1ccc(NC(=O)c2sccc2C)nc1	-1.5	28	-2.5	-2.5	0.3	-2	-8	2	6
11	Cc1cccc(C)c1NC(=S)N(CCN1CCCCCC1)Cc1ccco1	-0.8	14	1.0	-1.8	0.1	-6	5	-16	-5
12	Cn1nc(C(=O)NCCc2ccc(Cl)cc2)c2c1-c1ccccc1S(=O)(=O)C2	4.2	-21	-1.9	-1.4	7.1	0	-25	-6	-8
13	CN(C)c1nc(=S)nc(NCc2ccccc2)[nH]1	-0.8	-3	-3.2	-4.0	-0.5	-6	-5	-3	-13
14	CC(C)N1CCN(CC#Cc2ccccc2)CC1CCO (stereo unspecified)	0.7	-3	0.1	-1.8	0.9	3	9	-6	-9
15	Cc1nc(Nc2cccc(O)c2)c2c3c(sc2n1)CCC3	-2.3	25	5.9	-2.0	-0.6	3	-19	1	1
16	Cc1ccc(NC(=O)/C=N/OCC(=O)NCc2ccccc2Cl)cc1	-1.8	-15	-1.8	-3.8	-1.6	-1	-19	-9	-8
17	COc1ccc(N2CC(C(=O)NCCCN3CCOCC3)CC2=O)cc1 (stereo unspecified)	2.6	60*	0.3	-1.5	0.2	-5	0	31	-9
18	CCCSc1nnc(CSc2ncccn2)n1C	1.0	8	-1.4	-1.9	1.4	2	-2	-15	-13
19	COc1ccc(Br)cc1CNC(=O)C1CCN(S(=O)(=O)N2CCC(C)CC2)CC1	-2.7	0	-0.4	-0.9	-1.4	-1	-21	-4	-7
20	CN(C)CCc1cc2c(c3c1ccc1ccccc13)OCO2	7.2	39	6.2	-2.6	1.3	-15	43*	-52	4
21	CCc1ccccc1NS(=O)(=O)c1ccc2[nH]cc(C(=O)NCC3CCCO3)c(=O)c2c1 (stereo unspecified)	-0.5	-5	-3.1	-0.5	1.4	-7	10	3	1
22	CCOC(=O)c1[nH]c2cc(OC)c(OC)cc2c1NC(=O)CN1CCN(c2ccc(OC)cc2)C(C)C1 (stereo unspecified)	-0.4	24	-1.6	-3.4	-0.8	nt	-42	-19	4
23	O=[N+]([O-])c1ccc(S(=O)(=O)Nc2ccc(-c3csc(-c4ccccc4)n3)cc2)cc1	-0.1	-19	2.0	0.0	0.3	0	12	4	14
24	NC(=O)c1ccc(CN2CCc3ccccc3C2)cc1	1.1	29	-0.8	-3.2	1.0	-9	-4	5	-6
25	COc1ccc(CNC(=O)CN(C(=O)c2csnn2)c2cccc3c2CCCC3)cc1	1.3	31	-4.6	-2.2	2.6	-10	-40	1	-12
26	CC(C)CNC(=O)C1CCN(CC2CCCCC2)CC1	0.1	19	0.8	-1.3	1.1	0	3	11	-13
27	O=C(CNC(=O)c1cccs1)NCC(=O)OCC(=O)c1ccc([N+](=O)[O-])cc1	0.7	-14	0.6	-1.6	1.7	-6	3	4	-14
28	CN(C)CCCNC(CC(=O)Nc1cccc([N+](=O)[O-])c1)C(=O)O (stereo unspecified)	1.4	-2	-2.7	-2.5	1.1	-3	4	9	-6
29	Cc1nn(-c2ccccc2)c(C)c1NC(=O)COC(=O)c1ccc(NC(=O)CC#N)cc1	1.1	15	-1.9	-1.6	2.7	2	-40	-12	-17
30	COc1ccc(NC(=O)c2ccc(-c3ccccc3C(F)(F)F)o2)cc1	-2.0	-6	-2.3	-2.8	0.3	-5	-24	-10	-23

Random excerpt: 3 entries already listed
entry	SMILES	OXTR ag	PHOSPHO1 block	VIM-2 inhibitor	IMP-1 inhibitor	V1aR counter	GalR3 antagonist	DNA FID counter	HCV NS3 hel inh	GPR7 antag
22	CCOC(=O)c1[nH]c2cc(OC)c(OC)cc2c1NC(=O)CN1CCN(c2ccc(OC)cc2)C(C)C1 (stereo unspecified)	-0.4	24	-1.6	-3.4	-0.8	nt	-42	-19	4
3	CCN(CC)c1ccc(/C=N/N2CCN(Cc3ccc(C)cc3)CC2)c(O)c1	0.6	-6	-0.6	-1.5	-0.7	nt	-2	-4	-3
2	O=C(NCCN1CCOCC1)c1cc(-c2cccs2)on1	1.7	-17	-2.7	-1.4	0.3	-4	0	-10	-18

Following part.
entry	SMILES	OXTR ag	PHOSPHO1 block	VIM-2 inhibitor	IMP-1 inhibitor	V1aR counter	GalR3 antagonist	DNA FID counter	HCV NS3 hel inh	GPR7 antag
31	CN(Cc1cn[nH]c1-c1ccc2c(c1)OCO2)C1CCOCC1	-0.7	-16	-2.1	0.0	-0.3	3	6	9	5
32	Cc1ccc(SCC(=O)Nc2ccc(N3CCN(C)CC3)c(F)c2)cc1	2.7	11	1.0	-1.3	0.9	-6	11	-18	10
33	S=c1[nH]ccn1-c1ccc(Cl)cc1	2.1	-13	-3.8	-3.5	1.6	-4	-5	9	-17
34	O=C(Nc1cc(Cl)ccn1)C1(c2ccccc2)CC1(Cl)Cl (stereo unspecified)	-2.6	27	1.7	-2.0	-0.6	-7	-17	-2	-11
35	O=C(O)c1ccc(NC(=S)NC(NC(=O)c2ccco2)C(Cl)(Cl)Cl)cc1 (stereo unspecified)	4.3	20	-1.3	1.4	-0.3	-2	-2	7	-5
36	NS(=O)(=O)c1ccc(N/N=C/c2ccncc2)cc1	1.8	17	-0.3	0.1	1.2	-7	1	-5	4
37	O=C(NCc1cccnc1)c1ccc2c(c1)OCO2	0.1	10	-2.4	-2.1	-0.1	-1	-4	1	0
38	CCN(CC)CCCCN1c2ccccc2Sc2ccccc21	15	28	-2.2	-2.1	8.9	-14	17	-59	36
39	COc1cccc(-c2nc(CS(=O)(=O)CC(=O)Nc3ccccc3Br)c(C)o2)c1	-1.1	17	0.1	0.0	3.1	-6	-36	-11	13
40	O=[N+]([O-])c1ccccc1S(=O)(=O)N1CCN(CC2CC3C=CC2C3)CC1 (stereo unspecified)	0.7	17	-0.8	-2.4	0.9	-2	12	-5	-4
41	CC(Sc1nnnn1-c1ccccc1)C(=O)Nc1ccccc1-c1ccccc1 (stereo unspecified)	-1.3	-2	-0.2	-1.2	-0.7	4	-12	-6	-1
42	O=C(N/N=C/c1ccc(-c2cccc(C(F)(F)F)c2)o1)c1ccccc1O	-0.1	-11	0.4	-2.1	-0.9	-2	0	3	-10
43	N#CCCn1cc(/C=N/NC(=O)c2ccncc2)c(-c2ccc(F)cc2)n1	0.2	-2	-1.0	0.5	2.4	-5	-8	-2	-1
44	COc1ccc(OC)c(NC(=O)C(=O)NCCC2=CCCCC2)c1	-1.6	-8	-3.2	-2.8	-0.8	-4	-6	-13	-2
45	CCOC(=O)c1cnc2c(cnn2C)c1NCCCn1ccnc1	2.0	20	75*	-0.6	1.4	-1	3	-7	-17
46	CCc1cc2c(NC(C(=O)O)C(C)C)ncnc2s1 (stereo unspecified)	-0.7	-2	-0.8	-3.2	0.6	-1	-3	-1	-13
47	COc1cc2c(cc1NC(=O)/C=C/c1ccccc1)oc1ccccc12	0.7	11	-1.0	-2.7	-0.3	-9	2	1	9
48	COC(=O)CNC(c1ccccc1)c1cc(C)ccc1NC(=O)CNC(=O)OCc1ccccc1 (stereo unspecified)	-2.8	22	0.6	-2.2	-0.2	-8	-16	-10	39*
49	CSc1nsc(SCC(=O)Nc2ccc(C(N)=O)cc2)n1	1.4	-14	-2.2	-4.8	0.6	-7	-8	6	1
50	CCOc1ccc2c(c1)C(N(CCN1CCOCC1)C(=S)Nc1ccccc1OC)CC(C)(C)O2 (stereo unspecified)	-2.4	-24	-2.3	-3.5	-0.8	-1	-12	-1	-13
51	O=C(COC(=O)c1ccc(Br)cc1)NCc1ccccc1	-1.3	6	-0.3	-3.1	1.0	-2	-9	1	4
52	Cc1cc(C)nc(NC(=O)CSc2nn(-c3ccccc3)c(=S)s2)n1	-1.5	6	-4.6	-3.0	-0.9	-2	-2	-7	2
53	CCOC(=O)CS(=O)(=O)c1nc(-c2ccccc2)cc(C(F)(F)F)n1	0.5	1	-1.4	-3.0	-0.6	7	-15	12	39*
54	CC(=O)N1CCCN(C(=O)c2ccc3nc(Cc4ccccc4F)oc3c2)CC1	0.9	18	-0.4	-1.6	0.1	-1	-12	8	-20
55	COc1cccc(NC(=S)N(CCN(C)C)C(C)c2cccnc2)c1 (stereo unspecified)	0.9	26	-1.2	-1.4	0.5	4	-1	20	-11
56	O=C1/C(=C/Nc2cccc([N+](=O)[O-])c2)CCc2ccccc21	-1.9	-39	2.6	-2.3	0.3	1	-2	6	-9
57	COc1cc(-c2noc(CCCC(=O)NCc3ccccc3)n2)cc(OC)c1OC	-0.5	26	-1.6	-3.8	0.6	-3	-27	-2	-8
58	O=c1[nH]c(=O)n(CCOc2ccc(Cl)cc2)cc1Br	1.9	-26	-1.6	-3.2	2.3	1	5	-2	2
59	Cc1cccc(N(C(=O)CNC(=O)c2ccco2)C(C(=O)NC2CCCC2)c2ccncc2)c1C (stereo unspecified)	0.2	-13	-1.0	-5.4	-0.9	-4	-40	2	-1
60	Fc1ccc(NC(=S)Nc2cccc3ccccc23)cc1	-1.0	14	-2.4	-1.0	-0.6	-10	-4	3	-15
61	Cc1cc(C)cc(NC(=O)CN2CCc3cc4c(cc3C2C)OCCCO4)c1 (stereo unspecified)	-2.1	26	0.1	0.8	0.9	-1	-4	-17	1
62	Cc1cccc(Nc2nc(-c3ccncc3)cs2)c1	-2.3	-16	-1.8	-4.0	-1.8	-6	0	4	-9
63	CCOc1ccc(C2C(C(=O)c3cccs3)=C(O)C(=O)N2Cc2cccnc2)cc1OC (stereo unspecified)	1.7	48	-0.4	-0.9	1.0	-5	-19	2	-11
64	COc1ccc(-n2nc([N+](=O)[O-])c(=NCc3ccc4c(c3)OCO4)n2O)cc1	-0.9	-1	-3.9	-3.7	0.3	-1	0	-8	-3
